Nrf2 activator – activators of Nrf2 (ARE) signaling; 410,000 compounds, 0.31% hits; Potency, µM (doses to about 46.1 µM), inactives show top-dose activation, most hits filed as activators; AREc32 ARE-luciferase reporter (MCF7-derived line), luminescence, 24 h; AID 624171; further: potency means the concentration at half of the fitted maximal effect; % of control where 0% means no effect; nearly all actives have a fitted effect of over 65% in size
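Cells of the AREc32 ARE-luciferase line are plated in OPTI-MEM containing 5% FBS and left overnight at 37 deg C. Compounds are pinned in, incubation continues 24 hr, and firefly luciferase signal is then measured.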
TGFb inhibitor – TGF-b pathway inhibition; HepG2 CAGA-GFP TGF-b/SMAD3 reporter, GFP fluorescence, 18 h; TGF-beta stimulated, 500 pg/mL final; Potency, µM (top dose mostly 46.1 µM), inactives show at the top dose activity, negative = inhibition, hits mostly inhibitors; 410,000 compounds, 1.2% hits; AID 588855; further: potency means the concentration at half of the fitted maximal effect; on the % scale 0 is the no-effect control and ±100 the full control effect; nearly all actives have a fitted effect of over 65% in size
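GFP signal (ex488/em500-530) from TGF-beta-stimulated HEPG2 CAGA-GFP cells, 500 pg/mL final, 18 h at 37 degrees C in DMEM plus 1% FBS, normalized to unstimulated and DMSO-stimulated controls.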
A549 viability – counter-screen for Nrf2 inhibitors: cytotoxicity in A549 cells; Potency, µM (highest dose often 46 µM), for inactives: at the highest dose activity change, negative = cytotoxicity, most hits filed as inhibitors; 390,000 compounds, 0.16% hits; A549 ARE-Fluc cells, CellTiter-Fluor viability, 18-24 h; further: potency means the concentration at half of the fitted maximal effect; on the % scale 0 is the no-effect control and ±100 the full control effect
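Cytotoxicity counterscreen: CellTiter-Fluor fluorescence was measured in A549 ARE_Fluc cells after 18-24 h of compound exposure in a concentration series. The subsequent BugLite luminescent read reports ARE-luciferase activity.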
ATXN2 expr inh – inhibitors of ATXN2 expression | HEK-293 ATXN2-luciferase reporter, luminescence, 24 h | Potency, µM (titrated, usually from 57 µM), inactives show top-dose activity change, negative = inhibition, usual class: inhibitors | 360,000 compounds, 0.72% hits; further: potency means the concentration at half of the fitted maximal effect; on the % scale 0 is the no-effect control and ±100 the full control effect; nearly all actives have a fitted effect of over 55% in size
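ATXN2-luciferase reporter cells (luciferase flanked by upstream and downstream ATXN2 gene portions) were treated 24 h at 37 °C with compounds at up to 57 uM. SteadyGlo luminescence gave expression; GF-AFC fluorescence gave viability.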
S2 tox – viability counter-screen for ATXN expression inhibitors. S2 cells (HEK-293 line with an ATXN2-luciferase reporter) viability, CellTiter-Fluor protease fluorescence, 24 h. Potency, µM (highest dose often 56.7 µM), actives largely listed as cytotoxic. 400,000 compounds, 0.49% hits. AID 651635; further: potency means the concentration at half of the fitted maximal effect; nearly all actives have a fitted effect of over 40% in size
Nrf2 inh – Nrf2 pathway inhibition; A549 ARE-Fluc reporter, luciferase luminescence, 18-24 h; Potency, µM (doses to about 46 µM), for inactives: top-dose activity change, negative = inhibition, actives largely listed as inhibitors; 360,000 compounds, 2.1% hits; further: potency means the concentration at half of the fitted maximal effect; on the % scale 0 is the no-effect control and ±100 the full control effect; nearly all actives have a fitted effect of over 60% in size
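Two sequential reads on A549 ARE_Fluc cells exposed to compound for 18-24 h: a CellTiter-Fluor fluorescence read for viability, then a luciferase luminescence read for Nrf2/ARE activity.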
EPAC2 agonist – activates human EPAC2 exchange factor; Q8WZA2; EPAC2 activation, biochemical qHTS; response scale: 100% = 6.5 mM cAMP response; Potency, µM (titrated, usually from 154 µM), for the others: at the highest dose activation, most hits filed as activators; 360,000 compounds, 0.079% hits; further: potency means the concentration at half of the fitted maximal effect; nearly all actives have a fitted effect of over 50% in size
Target sequence (Q8WZA2 whole entry, looked up): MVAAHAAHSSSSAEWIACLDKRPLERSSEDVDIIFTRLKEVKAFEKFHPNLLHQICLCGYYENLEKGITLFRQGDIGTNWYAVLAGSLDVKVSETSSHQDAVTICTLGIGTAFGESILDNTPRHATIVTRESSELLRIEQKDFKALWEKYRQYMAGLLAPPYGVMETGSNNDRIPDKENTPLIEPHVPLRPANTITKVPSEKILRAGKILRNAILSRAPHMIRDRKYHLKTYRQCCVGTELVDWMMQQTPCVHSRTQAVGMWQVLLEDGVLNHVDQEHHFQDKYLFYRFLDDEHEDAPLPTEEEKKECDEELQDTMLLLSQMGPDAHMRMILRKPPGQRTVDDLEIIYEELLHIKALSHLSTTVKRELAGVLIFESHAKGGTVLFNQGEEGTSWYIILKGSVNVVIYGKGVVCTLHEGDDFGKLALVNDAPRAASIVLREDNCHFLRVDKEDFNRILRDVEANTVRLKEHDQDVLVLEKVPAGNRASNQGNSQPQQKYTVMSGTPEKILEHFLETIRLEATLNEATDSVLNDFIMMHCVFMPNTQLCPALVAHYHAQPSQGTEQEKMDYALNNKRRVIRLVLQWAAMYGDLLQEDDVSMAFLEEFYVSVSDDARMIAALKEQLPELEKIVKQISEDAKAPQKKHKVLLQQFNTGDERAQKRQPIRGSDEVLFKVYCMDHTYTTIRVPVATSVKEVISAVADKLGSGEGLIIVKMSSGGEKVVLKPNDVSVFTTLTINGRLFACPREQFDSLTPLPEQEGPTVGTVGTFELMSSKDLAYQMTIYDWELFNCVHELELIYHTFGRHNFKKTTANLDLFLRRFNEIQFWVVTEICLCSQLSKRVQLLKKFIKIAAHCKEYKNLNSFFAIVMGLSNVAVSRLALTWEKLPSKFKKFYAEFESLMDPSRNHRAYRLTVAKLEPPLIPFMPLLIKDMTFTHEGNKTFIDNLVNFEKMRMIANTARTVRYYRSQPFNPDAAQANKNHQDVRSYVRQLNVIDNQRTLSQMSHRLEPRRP
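Each well held 100 nM EPAC2, 250 nM RAP1B-BODIPY-GDP and 50 uM GDP. Fluorescence, read at 5-min intervals to 30 min, was referenced to a 6.5 mM cAMP positive control.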
IL-2 act – IL-2 activation; AID 652025; activation, % (series mostly up to about 46 µM); 360,000 compounds, 0.065% hits; IL-2 activation reporter assay, cell-based qHTS; stimulated with anti-CD3/CD4/CD28 beads; in transgenic mouse T cells; in the data active means activation above about 50%; inconclusive means mostly about 30% to 49%; further: 0% is about no effect
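Screening format: compound pinned onto unstimulated transgenic mouse T cells, 60 min incubation, then anti-CD3/anti-CD4/anti-CD28 bead stimulation for 18 hours at 37 degrees C, followed by EGFP and DsRed detection.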
HepG2 viability – kills HepG2 cells in TGF-b inhibitor counter-screen; AID 588856; Potency, µM (top dose mostly 46.1 µM), for inactives: at the top dose activity change, negative = cytotoxicity, most hits filed as cytotoxic; HepG2 CAGA-GFP viability, ATP luminescence, 18 h; 410,000 compounds, 0.76% hits; further: potency means the concentration at half of the fitted maximal effect; some results filed as inactive show a strong effect at the top dose
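CellTiter-Glo luminescence gave cytotoxicity after 18 hours at 37 degrees C. The cells were HepG2 CAGA-GFP in 1% FBS DMEM, stimulated with 500 pg/mL TGF-beta after compound addition. %Activity was normalised to no-cell wells (complete cell-killing) and DMSO (no toxicity), and curves were fitted and classified.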
Starred values were filed as active, the others as inactive; i = inactive; ? = inconclusive; . = no result given; & = joins results of further samples; [ ] = remark or other dose. Unless noted, the call rests on the fitted dose curve; in most records, active means well fitted curve in the direction sought with a large enough effect; inconclusive means small, poorly fitted or top-dose-only effect, or another doubt; inactive means no such curve, though single readings can be large; an effect the other way counts as inactive or inconclusive.

SMILES | Nrf2 activator | TGFb inhibitor | A549 viability | ATXN2 expr inh | S2 tox | Nrf2 inh | EPAC2 agonist | IL-2 act | HepG2 viability
CN(C)CCCn1c(-c2ccc(Cl)cc2)csc1=Nc1ccccc1 | -0.7% | ? | -10.9% | -23.2% | i | . | . | . | -41.4%
CCN(CC)C(=O)Cn1cc(S(=O)(=O)CC(=O)NCc2ccc3c(c2)OCO3)c2ccccc21 | -0.3% | -1.2% | 11.1% | . | i | 12.0% | 3.2% | 0.1 | 3.7%
O=C(Nc1ccc(C(F)(F)F)cc1)c1cccc(-n2cnnn2)c1 | 3.7% | 11.0% | -6.4% | -9.7% | i | ? | 6.1% | -0.5 | -17.8%
O=C(NCc1ccccc1)C1CCC(=O)N(CCN2CCOCC2)C1 (stereo not given) | 0.2% | 1.1% | 5.2% | -2.4% | i | 8.2% | -0.5% | -3.2 | -1.8%
Cc1ccc(CNC(=O)Cc2cn(C)c3ccccc23)cc1 | 2.4% | 12.1% | 0.6% | -6.3% | i | 1.3% | 11.1% | -2.0 | -0.2%
COCCNC(=O)c1ccc2c(c1)N=C(C)c1cc(C)ccc1S2 | -0.2% | 2µM* | -7.0% | 1.9% | ? | ? | . | . | 1.1%
CCOC(=O)c1ccc(N2CCN(c3cc(C)ccc3C)CC2)c(NC(=O)Nc2ccccc2)c1 | -1.1% | -2.7% | -8.9% | . | . | . | . | . | -2.5%
Cc1nc(N2CCN(Cc3ccccc3)CC2)nc2c1CCC2 | 0.3% | -18.6% | 5.9% | -11.3% | i | ? | 5.3% | -3.0 | -18.5%
Cc1nc(Nc2ccc(Cl)cc2)c2nnn(Cc3ccccc3)c2n1 | 0.0% | -6.4% | -0.1% | 3.0% | i | -13.6% | -1.0% | -4.5 | 2.5%
O=C(Nc1ccccc1C(=O)N1CCCCC1)c1ccco1 | -0.1% | -0.2% | 0.3% | -0.8% | i | ? | 2.4% | 1.0 | -36.7%
CCCC(=O)NCC1(N(C)C)CCCCC1 | -0.2% | -7.0% | -1.6% | -14.1% | i | 5.4% | . | . | 5.8%
CCOc1ccc(-c2n[nH]c(C(=O)NN)c2C)cc1 | 0.3% | 1.3% | -1.1% | 8.9% | i | 10.1% | 3.2% | -0.1 | -31.0%
COc1ccc2[nH]c(C(=O)N3CCC(Cc4ccccc4)CC3)cc2c1 | -0.1% | 3.0% | 0.9% | -4.1% | i | -8.8% | -2.9% | 0.8 | 3.5%
O=C(COC(=O)/C=C/c1cccc(Br)c1)NCc1cccs1 | 0.3% | 0.3% | 4.5% | . | i | -6.6% | 2.4% | 0.2 | -11.6%
COc1ccc(NC(=O)c2c(C)oc3ccc(O)c(CN4CCCC4)c23)cc1Cl | 0.5% | 0.3% | -1.9% | -3.0% | ? | 3.9% | . | . | -7.4%
Cn1c(/C(C#N)=C(\O)c2ccc([N+](=O)[O-])s2)nc2ccccc21 | 3.4% | 1.9% | -6.1% | 10.4% | i | 8.2% | 12.2% | 0.5 | -22.3%
O=C1CSC(c2cccc([N+](=O)[O-])c2)N1C1CC2CCC1C2 (stereo not given) | -1.3% | 7.4% | -6.4% | -6.1% | . | 19.2% | 3.9% | -4.5 | -13.7%
COc1ccc(S(=O)(=O)NCCOc2cccc3cccnc23)cc1OC | 0.2% | 0.2% | 0.3% | 1.8% | ? | -9.1% | 7.4% | 0.0 | -0.2%
O=C(CN1C(=O)NC2(CCCCCCC2)C1=O)Nc1ccc(Cl)cc1 | 0.0% | -19.8% | -20.0% | -7.4% | i | -16.0% | 1.2% | -0.3 | -45.9%
O=C(O)c1ccc(Cn2cc(Cl)cn2)cc1 | -0.4% | -23.1% | -3.5% | -1.9% | ? | 5.6% | -8.5% | 0.8 | -19.3%

As entered above.
`CN(C)CCCn1c(-c2ccc(Cl)cc2)csc1=Nc1ccccc1` in Nrf2 activator → -0.7%
`O=C(O)c1ccc(Cn2cc(Cl)cn2)cc1` in A549 viability → -3.5%
`O=C(COC(=O)/C=C/c1cccc(Br)c1)NCc1cccs1` in A549 viability → 4.5%
`CCOC(=O)c1ccc(N2CCN(c3cc(C)ccc3C)CC2)c(NC(=O)Nc2ccccc2)c1` in A549 viability → -8.9%
`Cc1ccc(CNC(=O)Cc2cn(C)c3ccccc23)cc1` in Nrf2 activator → 2.4%
`CCCC(=O)NCC1(N(C)C)CCCCC1` in A549 viability → -1.6%
`Cc1nc(Nc2ccc(Cl)cc2)c2nnn(Cc3ccccc3)c2n1` in Nrf2 activator → 0.0%

(cont.)
SMILES | Nrf2 activator | TGFb inhibitor | A549 viability | ATXN2 expr inh | S2 tox | Nrf2 inh | EPAC2 agonist | IL-2 act | HepG2 viability
O=C(c1cc([N+](=O)[O-])ccc1N1CCCCC1)N1CCCC1 | -0.4% | 4.0% | -4.2% | -3.3% | i | 6.5% | 3.6% | -0.9 | 1.4%
CC(C)Oc1cccc(C(=O)C2CCCN(C(=O)c3cc(C4CC4)[nH]n3)C2)c1 (stereo not given) | 1.7% | 1.7% | -13.2% | -7.2% | i | -18.3% | 5.6% | -3.0 | -4.8%
CCNc1nn2ccccc2c1/C=C(\C#N)C(=O)OCC | 2.2% | 16.8% | -8.2% | . | i | -18.3% | -38.2%[inhibitor] | -1.7 | -1.5%
C=CCOc1ccc(CN(C)Cc2nc3cc(C(F)(F)F)ccc3c(=O)[nH]2)cc1 | 3.5% | 0.6% | 2.3% | -31.0% | i | ? | -1.9% | -0.5 | -35.4%
Cn1c(=O)c(=O)n(C)c2cc(S(=O)(=O)N3CCC(N4CCCCC4)CC3)ccc21 | -0.1% | -5.9% | 25.4% | 2.7% | i | 25.4% | 4.7% | 0.0 | 23.4%
COc1ccc(NC(=O)COc2ncnc3ccccc23)cc1S(=O)(=O)N1CCOCC1 | 4.0% | -9.1% | 1.0% | . | i | ? | 5.2% | -2.2 | 19.9%
CC1CC(C)CN(S(=O)(=O)c2ccc(Cl)cc2)C1 (stereo not given) | 3.5% | -24.6% | 2.6% | 5.1% | i | ? | 5.8% | -0.1 | -3.7%
O=C(c1cc(C2CC2)on1)N1CCN(c2ccccc2)CC1 | 2.8% | -15.1% | -1.2% | 44.5%[activator] | i | 15.2% | 5.9% | -0.7 | -50.0%
CCOc1ccc(-n2nnc3c(=O)n(CC(=O)Nc4cc(C)on4)cnc32)cc1 | -0.5% | -13.6% | -3.7% | 4.7% | i | -11.1% | 2.2% | 1.5 | -17.8%
CCOC(=O)c1nn(-c2ccc3c(c2)CCN3C(C)=O)cc1O | -1.8% | 2.0% | -0.6% | ? | i | 11.4% | 3.3% | -2.0 | -3.0%
OCCNCCO | -0.7% | 5.0% | -0.1% | 9.0% | i | -3.2% | 5.5% | 0.0 | -15.9%
CN(C)CCNC(=O)c1ccc(CS(=O)(=O)c2ccc(Br)cc2)o1 | -0.9% | 1.0% | ? | 5.1% | i | 7.8% | 6.1% | -3.7 | -7.8%
Cn1cc(CN(CCO)Cc2cccs2)c(-c2ccccc2F)n1 | 1.7% | 13.4% | 0.8% | -7.3% | i | -6.6% | 2.5% | -1.7 | 0.8%
COC(=O)c1[nH]c2ccccc2c1NC(=O)C(C)N1CCOCC1 (stereo not given) | 0.9% | -9.3% | -3.1% | -2.1% | i | -5.8% | 3.0% | 0.2 | -16.9%
CCS(=O)(=O)n1nc(-c2ccc(C)cc2)nc1N | 0.4% | -1.5% | -23.0% | -11.6% | i | -1.5% | 2.0% | -2.1 | 4.5%
CC(=O)OCC(=O)C1(O)CCC2C3CCC4=CC(=O)CCC4(C)C3(F)C(O)CC21C (stereo not given) | -0.3% | 17.8% | -11.1% | -5.4% | i | 0.0366µM* | 0.5% | -0.5 | -9.0%
Cc1c(C=O)c2ccccn2c1C(=O)c1ccc(Cl)c([N+](=O)[O-])c1 | 0.2% | 0.0% | -7.9% | -21.7% | ? | 5.0% | 0.7% | 1.9 | 0.0%
CCCCN(CC(=O)NC1CC1)S(=O)(=O)c1ccc(OCC)cc1 | -0.6% | -1.9% | -3.3% | 7.9% | i | 9.4% | 8.3% | 2.3 | -3.7%
CC(=O)Nc1cccc(NC(=O)CSc2nnnn2Cc2ccccc2)c1 | 1.7% | 3.5% | 0.3% | 8.4% | i | -25.3% | 1.7% | -1.1 | -10.2%
CC1CCCCN1CCCNC(=O)Cn1ncc2c([nH]c3ccccc32)c1=O (stereo not given) | 1.6%&1.6% | -4.6%&3.3% | 12.2%&2.0% | -5.9%&9.1% | i | ? | 3.1% | -0.8 | 3.1%&4.3%
O=C(Nc1ccccc1)Nc1sccc1-c1nc2ccccc2s1 | 6.0% | 10.8% | 5.6% | -15.0% | . | 10.5% | -1.2% | 6.3 | -9.8%
Cc1ccc2cc(C)c(N3CCN(c4ccccn4)CC3)nc2c1 | 3.0% | -19.3% | 16.3% | -15.9% | i | -8.2% | 19.4% | -2.7 | -38.7%

Rewritten in CSV form: part of the list above
SMILES,Nrf2 activator,TGFb inhibitor,A549 viability,ATXN2 expr inh,S2 tox,Nrf2 inh,EPAC2 agonist,IL-2 act,HepG2 viability
Cn1cc(CN(CCO)Cc2cccs2)c(-c2ccccc2F)n1,1.7%,13.4%,0.8%,-7.3%,i,-6.6%,2.5%,-1.7,0.8%
COC(=O)c1[nH]c2ccccc2c1NC(=O)C(C)N1CCOCC1 (stereo not given),0.9%,-9.3%,-3.1%,-2.1%,i,-5.8%,3.0%,0.2,-16.9%
CCS(=O)(=O)n1nc(-c2ccc(C)cc2)nc1N,0.4%,-1.5%,-23.0%,-11.6%,i,-1.5%,2.0%,-2.1,4.5%
